# Bioassay records from PubChem.
# Tn6 DDE FP = disrupts Tn6 cyclic peptide binding to fibrin D-Dimer-E complex. Fibrin DD(E) TRITC-Tn6 fluorescence polarization displacement. inhibition, % at 8.3 µM. 370,000 compounds, 0.21% hits. AID 720509;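 active = inhibition above a per-campaign cutoff: mean of compounds within control limits plus 3 SD, cut at about 15% in these data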;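 note: 0% = median of all compound wells on the plate and 100% = blocking peptide control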
# rCAG RNA binder = molecules binding r(CAG) RNA repeats. r(CAG) RNA repeat, TO-PRO-1 dye displacement fluorescence. inhibition, % at 3 µM. 370,000 compounds, 1.3% hits;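 active = inhibition above the plate cutoff, the mean of all test compounds on that plate plus 3 SD, cut at about 35% in these data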;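 note: 0% = DMSO alone and 100% = 100 µM mitoxantrone as full dye displacement; higher means more dye released from RNA so lower well fluorescence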
# ASAP1 inh = ASAP1 ArfGAP inhibition | Q9ULH1 | inhibition, % at 16.5 µM | ASAP1-stimulated ARF1 GTP hydrolysis, GDP FP detection | 360,000 compounds, 0.19% hits; in the data active = inhibition above about 25%;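 note: 0% = vehicle with enzyme and substrate and 100% = no enzyme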
# Target sequence (Q9ULH1 325-724 limits assumed): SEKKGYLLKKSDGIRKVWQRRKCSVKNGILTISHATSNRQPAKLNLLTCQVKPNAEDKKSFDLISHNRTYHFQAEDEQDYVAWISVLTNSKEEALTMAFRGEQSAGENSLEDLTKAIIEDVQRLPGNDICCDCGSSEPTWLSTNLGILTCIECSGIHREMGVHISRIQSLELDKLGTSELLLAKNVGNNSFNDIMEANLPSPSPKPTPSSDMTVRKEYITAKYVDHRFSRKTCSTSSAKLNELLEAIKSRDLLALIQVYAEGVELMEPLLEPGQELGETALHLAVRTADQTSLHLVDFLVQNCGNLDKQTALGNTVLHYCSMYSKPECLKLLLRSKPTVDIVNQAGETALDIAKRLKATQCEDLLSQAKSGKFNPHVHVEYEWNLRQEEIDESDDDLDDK
# GAA850 FXN act = frataxin GAA850 promoter activation; HEK293 lucGAA850 FXN promoter luciferase reporter, 24 h; percent of 10 µM SAHA response; activation, % at 6 µM; 360,000 compounds, 0.56% hits; AID 540364;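 active = activation above the average of all compounds screened plus 3 SD, cutoff fixed separately per campaign, cut at about 7.5% in these data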;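 note: 0% = DMSO wells and 100% = 10 µM SAHA wells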
# ARFGAP1 inhibitor = inhibits rat ARF GTPase activating protein 1 | Arfgap1-stimulated ARF1 GTP hydrolysis, GDP FP detection | inhibition, % at 16.5 µM | 360,000 compounds, 0.26% hits | AID 651572;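 active = inhibition above a per-plate limit, mean inhibition of low control wells plus 3 SD, cut at about 25% in these data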;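 note: 0% = DMSO wells with enzyme and 100% = wells lacking Arfgap1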
# Target sequence (Q62848 1-136 limits assumed): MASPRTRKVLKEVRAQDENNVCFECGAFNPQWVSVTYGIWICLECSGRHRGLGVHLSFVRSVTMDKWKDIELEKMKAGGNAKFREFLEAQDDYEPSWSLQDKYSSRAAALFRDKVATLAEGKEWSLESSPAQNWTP
#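 Assay system: purified rat His6-Arfgap1 residues 1-136 (GAP domain); Reagent: human Δ17 ARF1 bound to GTP; Dosing: 16.5 µM single point, 1.26% DMSO; Times: GTP hydrolysis reaction 2 h at 25 °C; Signal: FP, GDP Alexa 633 tracer displaced from anti-GDP antibody, 620/688 nm; Measure: % inhibition from polarization.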
# GC-A act = GC-A (human) enzyme activation | activation, % at 10 µM | P16066 | 370,000 compounds, 0.14% hits | AID 1671463 | HEK293 GC-A cells, cGMP TR-FRET, EC30 ANP; 0% at EC30 ANP, 100% saturating ANP; in the data active = activation above about 40%
# HGIII-sPLA2 inh = Blocks human group III sPLA2 activity; Q9NZ20; QFRET BODIPY PC-A2 liposome hydrolysis, fluorescence; inhibition, % at 12.2 µM; 370,000 compounds, 0.56% hits;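 active = inhibition above mean plus 3 SD of compounds lying within the high and low control bounds, cut at about 19% in these data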;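 note: 0% = median of test compound wells and 100% = no enzyme DMSO wells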
# Target sequence (Q9NZ20 whole entry, looked up): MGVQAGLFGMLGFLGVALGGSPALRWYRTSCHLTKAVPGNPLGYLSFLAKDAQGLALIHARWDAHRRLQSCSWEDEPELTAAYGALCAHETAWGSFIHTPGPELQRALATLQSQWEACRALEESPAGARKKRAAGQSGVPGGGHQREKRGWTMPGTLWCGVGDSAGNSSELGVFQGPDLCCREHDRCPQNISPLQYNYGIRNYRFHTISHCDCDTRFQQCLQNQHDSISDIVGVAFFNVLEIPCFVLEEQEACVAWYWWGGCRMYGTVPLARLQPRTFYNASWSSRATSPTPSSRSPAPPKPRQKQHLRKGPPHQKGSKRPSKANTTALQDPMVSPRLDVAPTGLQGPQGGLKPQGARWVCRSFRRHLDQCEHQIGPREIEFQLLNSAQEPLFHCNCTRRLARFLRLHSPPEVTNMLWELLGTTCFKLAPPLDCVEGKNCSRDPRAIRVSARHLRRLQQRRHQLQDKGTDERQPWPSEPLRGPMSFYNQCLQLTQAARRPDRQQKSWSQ
# proKLK7 act = activates the human kallikrein-7 zymogen | 370,000 compounds, 0.9% hits | AID 652039 | purified proKLK7, EDANS-DABCYL substrate fluorescence; 100% is mature enzyme control, 0% vehicle | activation, % at 7 µM;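 active = activation above the mean of all tested compounds plus 3 SD, computed per campaign excluding outliers beyond control limits, cut at about 13% in these data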
# ADAM10 inh = ADAM10 inhibition, QFRET primary screen; O14672; recombinant ADAM10, EDANS/DABCYL FRET peptide cleavage, 3 h; inhibition, % at 7 µM; 370,000 compounds, 0.62% hits;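 active = inhibition above a per-campaign cutoff equal to the mean of compounds falling between control-based bounds plus 3 SD, cut at about 20% in these data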;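 note: 0% = DMSO wells while the 100% control is not disclosed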
# GC-B act = GC-B (human) receptor activation; P20594; HEK293-GC-B cells, CNP EC30, cGMP TR-FRET; 0% at EC30 CNP, 100% saturating CNP; activation, % at 10 µM; 370,000 compounds, 0.11% hits; AID 1920062;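 active = activation at 10 µM reaching about 35% in either raw or pattern-adjusted values, limit read from the data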
# Numbers without * were called inactive; i = inactive; nt = no result given.
SMILES,Tn6 DDE FP,rCAG RNA binder,ASAP1 inh,GAA850 FXN act,ARFGAP1 inhibitor,GC-A act,HGIII-sPLA2 inh,proKLK7 act,ADAM10 inh,GC-B act
COc1ccc2oc(=O)cc(CN3CCN(Cc4ccccc4)CC3)c2c1,-6,4,2,-0.1,-1,-8,11,1.4,-92,-15
CCOC(=O)C1(CCOc2ccccc2)CCN(C(=O)c2cncs2)CC1,3,-9,0,1.2,0,1,4,-0.1,4,1
COCC(=O)NC(c1ccccc1)c1ccccc1,-2,0,10,1.1,-7,-3,0,-0.7,-2,-5
CCn1c(/C=C/c2ccccc2)nc2ccccc2c1=O,-4,4,-2,1.6,-10,-1,-7,-0.6,3,1
Cc1nc(Cl)c(C(=O)NCCC(C)C)c(C)c1[N+](=O)[O-],1,1,-2,0.2,16,-5,0,0.7,4,-2
Nc1cc(N)nc(SCc2nnnn2-c2ccc(Cl)cc2)n1,-2,2,4,1.0,-1,1,-4,0.3,4,6
C=CCn1c(COc2cccc(C)c2)nnc1SCC(=O)c1c(N)n(C)c(=O)n(C)c1=O,3,5,16,0.0,0,1,-4,0.0,-2,-6
CN(Cc1ccccc1)C(=O)c1nc2ccccn2c1CNCCn1cccn1,-3,-5,3,0.7,11,-5,2,0.5,-13,-1
CCN(CC)S(=O)(=O)c1ccc(C(=O)Nc2ccc3c(c2)OCO3)cc1,-4,8,2,2.5,9,7,7,0.4,1,1
N#CC1(NC(=O)COC(=O)CN2C(=O)c3ccccc3C2=O)CCCCC1,0,-2,8,0.4,11,-1,0,-0.2,2,-7
O=C(NC(=S)Nc1ccccc1N1CCCC1)c1cccs1,-7,10,2,3.5,1,-1,-4,0.0,-4,3
c1coc(-c2nc3c([nH]2)CCc2nonc2-3)c1,-5,42*,-2,3.1,-3,4,-4,-2.3,-4,4
COc1cc(C(=O)NC(=S)Nc2ccc3[nH]c(=O)[nH]c3c2)cc(OC)c1OC,-2,1,0,0.1,20,-1,13,0.5,16,-3
COc1ccc(C(=O)N/C(=C\c2ccc3c(c2)OCO3)C(=O)Nc2cccc(C(=O)O)c2)cc1,1,18,8,1.3,16,2,-7,0.6,-1,-1
COc1ccc2c(c1)C(C)CC(C)(C)N2C(=O)CSc1nc2ccccc2s1 (stereo not given),7,-1,-2,3.2,-14,-2,-4,1.0,1,0
COc1ccc(NC(=O)c2cnc(SC)nc2)cc1,-8,1,9,-0.2,8,0,13,-0.7,-14,-3
Cc1cnc(-c2nc3ccccc3n2C(C(=O)NC(C)(C)C)c2cc3ccccc3o2)cn1 (stereo not given),1,3,0,nt,11,20,8,-0.1,-21,-9
Cc1ccc2cc(CN(CC(C)C)S(=O)(=O)c3cccc4nonc34)c(=O)[nH]c2c1,4,3,-12,0.3,10,3,5,-0.2,6,1
C/C(=N\NC(=O)c1ccncc1)c1cccc(NC(=O)c2ccc(Cl)s2)c1,-8,-3,8,3.3,2,0,-2,0.1,-10,0
CCOc1ccc(C(C)=O)cc1CN1C(=O)C(=O)N(CC)C1=O,4,6,-2,-1.2,-3,3,1,-0.6,-7,-1
C/C(=N\NC(=S)NCCc1ccccc1)c1ccc(Cl)cc1Cl,3,4,15,0.5,2,1,6,-0.1,8,6
CCNc1nc(Oc2ccc(OC)cc2)cc(C(F)(F)F)n1,-1,-6,6,5.8,-5,3,9,-0.5,2,2
CCN(CC)S(=O)(=O)c1ccc(N/N=C/c2cc(OC)c(OC)cc2OC)nc1,8,2,-11,-0.1,-1,20,2,0.0,-7,1
CCC(C)(C(=O)Nc1ccccc1C)N(C(=O)CNC(C)=O)c1ccc(C)cc1 (stereo not given),-6,-1,9,-0.1,-7,2,2,-0.3,0,4
COc1ccc(NC(=O)Cn2cnc3sc(C)c(S(=O)(=O)N4CCOCC4)c3c2=O)c(OC)c1,0,-2,4,1.2,7,-2,1,0.2,5,0
Cc1ccc(S(=O)(=O)N(C)c2ccc(OCC(=O)O)cc2)cc1,2,4,-15,-1.3,2,0,1,-0.3,0,9
O=C(O)CSCC(=O)N1CCc2c([nH]c3ccccc23)C1C(F)(F)F (stereo not given),5,3,2,2.0,-3,1,1,0.2,2,6
Cc1cc(/C=C2/C(=O)N(C)C(=S)N2C)ccc1N1CCCC1,-2,-2,2,3.1,3,7,1,-0.1,9,-3
COc1cc2cc3c(N)c(C(=O)Nc4sc(C)c(C)c4C#N)sc3nc2cc1OC,3,53*,10,2.0,-19,-3,-2,-30,i,-3
CC1(C)NC(=O)N(CC(O)CN2C(=O)CCC2=O)C1=O (stereo not given),3,-1,5,-0.4,-8,2,3,0.3,2,0
CCOCCCNC(=O)C(NC(=O)c1ccc(NC(C)=O)cc1)c1ccc(C)cc1 (stereo not given),9,-7,3,1.8,4,1,4,0.3,0,12
COc1ccc(-n2cnc3c(sc4nccc(N(C)C)c43)c2=O)cc1,0,-4,12,-2.9,5,-1,-2,0.0,-139,-2
N#Cc1ccc(CSc2nnc(NC(=O)c3ccc4ncsc4c3)s2)cc1,-7,4,16,-0.8,14,7,0,-1.1,0,-1
N#C/C(=N\Nc1ccccc1Cl)C(=O)c1ccccc1,2,29,0,1.6,7,4,-22,0.2,-9,1
Cn1c(O)c(C=Nc2ccc(Br)cc2)sc1=O,-2,4,4,3.8,-2,-4,-3,0.1,0,-5
COC(=O)C[C@H]1CC[C@H]2[C@H](COc3ccc(NS(=O)(=O)c4ccccc4C)cc3C(=O)N2C)O1,3,5,nt,nt,nt,5,2,0.5,0,-1
N#CCCN1CCN(CCC#N)CC1,1,0,-2,-0.8,4,4,6,0.7,0,2
COc1cc(CCC(C)=O)ccc1OC(=O)c1c(-c2c(F)cccc2Cl)noc1C,-4,1,11,nt,16,1,-21,0.2,12,0
O=c1c(Cl)c(NCc2ccc(F)cc2Cl)cnn1C12CC3CC(CC(C3)C1)C2,4,-4,7,-0.2,-4,5,6,0.0,-9,7
O=C(NCc1ccccc1)C(c1ccncc1)n1c(=O)c(-c2ccco2)nc2ccccc21 (stereo not given),8,15,2,nt,11,-6,-8,2.3,-277,-8
Cc1ccc2occ(/C=N/NC(=O)c3ccc(O)cc3)c(=O)c2c1,2,2,-3,-1.9,8,3,-9,23*,-3,5
COC(=O)c1ccc(/C=N/NC(=O)CC(=O)NCc2cccnc2)cc1,4,2,-3,3.4,3,-2,2,-0.6,1,-1
COc1cc(C(F)(F)F)c(C(=O)NCc2cccc(Cl)c2)cn1,4,0,-2,-0.1,1,-1,-2,0.3,6,2
C/C(CCc1ccc2c(c1)OCO2)=N\N=C1\NC(=O)CC(C(=O)Nc2ccccc2F)S1 (stereo not given),-1,5,-10,0.6,-3,3,-2,0.6,-1,1
N#Cc1ccc(C23CC4(C2)[C@H](CN(Cc2ccc(C(F)(F)F)cc2)[C@@H]4c2ccccc2)C3c2ccccc2)cc1 (stereo not given in full),8,4,16,0.4,-3,-6,8,0.5,1,-7
CCC(=O)C1CCCN(C(=O)CCc2nnc(C3(c4ccc(Cl)cc4)CCC3)o2)C1 (stereo not given),3,-7,-2,0.6,2,-1,-1,0.3,-2,-3
COc1cc(C(=O)N2CCN(Cc3ccccc3C(F)(F)F)CC2)cc(OC)c1OC,2,-8,-3,-0.3,14,-4,-10,0.0,4,1
COCCNc1nc(NCc2ccc(C(C)C)cc2)c2sccc2n1,3,-1,4,-0.1,1,31,-8,0.2,-7,-1
CNC(=O)Cc1csc2ccc(C)cc12,-1,-2,1,2.4,10,2,12,0.0,2,5
CC(C)(C)n1nc2c(c1NC(=O)c1cccc(Cl)c1)CS(=O)(=O)C2,3,-1,-13,1.0,0,1,-6,0.3,8,1
O=C(NCCCNC(=O)c1cc(Cl)ccc1Cl)c1cnccn1,6,2,-14,-0.8,10,-2,0,-1.0,0,0
CC(=O)Nc1nnc(Cc2ccccc2)s1,1,4,8,1.2,5,0,9,-0.3,2,13
COc1ccc(C2=Nn3c(nnc3-c3ccccc3Cl)SC2)cc1OCC1CC1,-8,-1,9,-2.9,0,11,-11,-0.1,2,10
CCc1nc2ccc(C(=O)NCCCN3CCCC3=O)cn2c1N(C)C(=O)Nc1ccccc1OC,3,2,3,1.9,6,1,9,0.9,-7,0
Cc1cccc(C)c1NC(=O)CN(C)C(=O)c1cc(S(=O)(=O)N2CCOCC2)ccc1N1CCCC1,-7,-2,21,0.3,6,2,12,0.6,-9,5
CCCCCn1c(=O)[nH]c2cc(C(=O)NCCN3C(C)CCCC3C)ccc2c1=O (stereo not given),1,-2,-15,-2.3,15,4,-8,-3.7,-109,-2
CCOc1cc(C(=O)OCC(=O)Nc2ccc(Cl)cn2)ccc1OCC(=O)N1CCOCC1,5,-5,11,1.8,-10,-1,2,0.0,-1,-6
Cc1ccc(-c2nnn(CC(=O)N(CC(=O)NC(C)C)c3cnc4ccccc4c3)n2)o1,3,-1,1,-0.5,-2,2,-8,3.1,-36,2
Cc1ccc(S(=O)(=O)N2CCCCC2C(=O)Nc2ccc(N(C)C)cc2)cc1 (stereo not given),-4,8,-11,-0.7,1,0,10,0.6,5,0
COc1ccc(-c2csc(NC(=S)NC(=O)c3ccc(S(=O)(=O)N(C)C)cc3)n2)cc1OC,4,7,-15,3.0,17,2,6,-0.1,-2,1

# Among those listed so far, these contain a COOH group.
SMILES,Tn6 DDE FP,rCAG RNA binder,ASAP1 inh,GAA850 FXN act,ARFGAP1 inhibitor,GC-A act,HGIII-sPLA2 inh,proKLK7 act,ADAM10 inh,GC-B act
COc1ccc(C(=O)N/C(=C\c2ccc3c(c2)OCO3)C(=O)Nc2cccc(C(=O)O)c2)cc1,1,18,8,1.3,16,2,-7,0.6,-1,-1
Cc1ccc(S(=O)(=O)N(C)c2ccc(OCC(=O)O)cc2)cc1,2,4,-15,-1.3,2,0,1,-0.3,0,9
O=C(O)CSCC(=O)N1CCc2c([nH]c3ccccc23)C1C(F)(F)F (stereo not given),5,3,2,2.0,-3,1,1,0.2,2,6

# More entries
SMILES,Tn6 DDE FP,rCAG RNA binder,ASAP1 inh,GAA850 FXN act,ARFGAP1 inhibitor,GC-A act,HGIII-sPLA2 inh,proKLK7 act,ADAM10 inh,GC-B act
Cc1ccc2c(c1)-c1c(cnn1CC(=O)NCCc1ccc(O)cc1)CO2,3,2,nt,nt,nt,1,-5,-0.4,-5,2
COc1ccc(C(CNC(=O)CCC(=O)c2ccc(C)s2)N2CCOCC2)cc1 (stereo not given),-4,6,2,1.1,-5,0,13,-0.2,-16,0
CN(Cc1cccc(Cl)c1)C(=O)C1CCN(C(=O)Nc2ccccc2)CC1,8,2,-13,1.2,-4,1,0,-1.0,2,-1
O=S(=O)(NC1CCCCC1N1CCN(c2ccccc2F)CC1)c1ccccc1 (stereo not given),-8,2,2,-1.4,-1,1,6,0.3,9,2
O=C(NCCCN1CCN(Cc2ccccc2)CC1)C1CCN(S(=O)(=O)N2CCC3(CC2)OCCO3)CC1,-2,-7,-12,-0.4,6,3,3,0.4,-3,5
CCCC(=O)Nc1c(-c2ccccc2)c(=O)c(C)nn1-c1ccc(Cl)cc1,-6,0,0,0.6,-1,-19,2,0.2,-9,-7
CCOC(=O)C1=C(C)NC(=O)C(C(N)=O)C12CCCC2 (stereo not given),2,1,-15,0.8,1,2,3,0.7,7,3
